PLAP inhibitors HTS: inhibition of human placental alkaline phosphatase – biochemical, luminescence, HTS (AID 690). purified PLAP, luminescent substrate; higher % means a stronger effect. inhibition, % at 20 µM; hits with a dose series show IC50 in µM. 96,000 compounds, 0.08% hits; in the data active = a potency from the dose series; inactive = the rest, 99 in 100 with inhibition below about 30%; also: strong numbers were not always called active
Bcl-B displacement: displacers of TR3 peptide from Bcl-B, primary screen, selectivity assay for Bfl-1 inhibitor project, biochemical, fluorescence polarization | FP displacement of FITC-TR3 peptide from Bcl-B; higher % means a stronger effect | displacement, % at 20 µM, or IC50 in µM where a hit was titrated | 96,000 compounds, 0.11% hits;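 active = displacement above 50% at 20 µM plus a fluorescence interference ratio under 1.5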;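 also: plate controls were wells without compound for no effect and wells lacking Bcl-B protein for full effect; a part of the inactive calls stands beside numbers as strong as those of hits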
MRP reversal: reverses drug resistance mediated by MRP | AID 602 | H69AR cells + 2 uM doxorubicin, CellTiter-Glo, 72 h | differential viability (reversal), % at 10 µM | 85,000 compounds, 0.04% hits;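 active = viability drop by adding the cancer drug above about 55%, with treated viability meeting a 40% cutoff, limit read from the data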;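 also: viability without doxorubicin minus viability with 2 µM doxorubicin for each compound; larger differential means the compound sensitizes cells more to doxorubicin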
NFkB transloc inh: blocks IL-1B driven NFkB nuclear translocation in HUVEC cells. HUVEC IL-1B NFkB p65 nuclear translocation imaging. 94,000 compounds, 0.43% hits. inhibition, % at 2 µM;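 active = inhibition above about 30% together with a positive call from visual inspection of the well image, limit read from the data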;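 also: nuclear over cytoplasmic p65 intensity ratio measured by imaging; 0% = IL-1B stimulated DMSO wells and 100% = unstimulated DMSO wells; values of inactives mirror those of a sister screen read the other way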
NFkB transloc pot: enhances IL-1B driven NFkB nuclear translocation; AID 819; activation, % at 2 µM; 94,000 compounds, 0.3% hits; HUVEC IL-1B NFkB p65 nuclear translocation imaging;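 active = activation above 40%, about the mean plus 3 SD, also judged a hit on visual image review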;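 also: percent activation is computed from the nuclear over cytoplasmic p65 intensity ratio; values of inactives mirror those of a sister screen read the other way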
MRP reversal cytotoxicity: also measured in MRP reversal; calls as there; viability, %; H69AR cells, CellTiter-Glo, 72 h; measured here: cytotoxicity without doxorubicin
MRP reversal with doxorubicin: also measured in MRP reversal; calls as there; viability, %; measured here: viability with 2 uM doxorubicin; hits give low values
NFkB transloc inh cell count 2 µM: second read-out of NFkB transloc inh, no call of its own (marks repeat the call); cell count; measured here: cells passing quality filter;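 raw number of nuclei counted in each imaged well without normalization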
NFkB transloc pot cell count 2 µM: second read-out of NFkB transloc pot, no call of its own (marks repeat the call); cell count; measured here: cells passing quality filter
An asterisk follows results filed as active.

Results for O=C(c1ccc2c(c1)N(Cc1ccc(F)cc1)C(=O)CS2)N1CCOCC1 ?
PLAP inhibitors HTS: -14%; Bcl-B displacement: -3%; MRP reversal: -3; NFkB transloc inh: 0; NFkB transloc pot: 0; MRP reversal cytotoxicity: 94; MRP reversal with doxorubicin: 96; NFkB transloc inh cell count 2 µM: 132; NFkB transloc pot cell count 2 µM: 132

How did COc1ccc2nc(NC(=O)C3CCN(S(=O)(=O)c4cccs4)CC3)sc2c1 do in these assays?
PLAP inhibitors HTS: -42%; Bcl-B displacement: -29%; MRP reversal: -21; MRP reversal cytotoxicity: 45; MRP reversal with doxorubicin: 66

How did Cc1cc(C)cc(NC(=O)C2CCCN(S(=O)(=O)c3cnc[nH]3)C2)c1 (stereo not given) do in these assays?
PLAP inhibitors HTS: -76%; Bcl-B displacement: -3%; MRP reversal: -14; NFkB transloc inh: 4; NFkB transloc pot: -4; MRP reversal cytotoxicity: 99; MRP reversal with doxorubicin: 114; NFkB transloc inh cell count 2 µM: 47; NFkB transloc pot cell count 2 µM: 47

What do the screens show for `CCOC(=O)N1CCC(NC(=O)CS(=O)(=O)Cc2nc(-c3ccccc3C)oc2C)CC1`?
PLAP inhibitors HTS: -48%; Bcl-B displacement: -1%; MRP reversal: 9; MRP reversal cytotoxicity: 100; MRP reversal with doxorubicin: 91

Results for Cc1nc2ccccc2c(=O)n1CCCO ?
PLAP inhibitors HTS: 1%; Bcl-B displacement: -2%; NFkB transloc inh: 1; NFkB transloc pot: -1; NFkB transloc inh cell count 2 µM: 130; NFkB transloc pot cell count 2 µM: 130

What do the screens show for `CCOC(=O)C1C(=O)Oc2ccc3ccccc3c2C1C1CCOC1=O` (stereo not given)?
PLAP inhibitors HTS: -55%; Bcl-B displacement: 10%; MRP reversal: 35; MRP reversal cytotoxicity: 100; MRP reversal with doxorubicin: 65

How did O=C(NCc1cccnc1)C1CCN(S(=O)(=O)N2CCOCC2)CC1 do in these assays?
PLAP inhibitors HTS: -16%; Bcl-B displacement: 15%; NFkB transloc inh: 6; NFkB transloc pot: -6; NFkB transloc inh cell count 2 µM: 118; NFkB transloc pot cell count 2 µM: 118

Results for c1ccc(-c2csc(N3CCc4ccccc4C3)n2)cc1 ?
PLAP inhibitors HTS: 12%; Bcl-B displacement: -11%; NFkB transloc inh: 1; NFkB transloc pot: -1; NFkB transloc inh cell count 2 µM: 154; NFkB transloc pot cell count 2 µM: 154

How did Cc1nn(CC(O)CN2c3ccccc3Sc3ccccc32)c(C)c1Br (stereo not given) do in these assays?
PLAP inhibitors HTS: -48%; Bcl-B displacement: -13%; MRP reversal: -14; NFkB transloc inh: -8; NFkB transloc pot: 8; MRP reversal cytotoxicity: 27; MRP reversal with doxorubicin: 41; NFkB transloc inh cell count 2 µM: 153; NFkB transloc pot cell count 2 µM: 153

How did COc1ccc(N(CC(=O)NC(C)(C)C)C(=O)c2ccco2)cc1 do in these assays?
PLAP inhibitors HTS: -12%; Bcl-B displacement: 4%; MRP reversal: -1; NFkB transloc inh: -11; NFkB transloc pot: 11; MRP reversal cytotoxicity: 89; MRP reversal with doxorubicin: 90; NFkB transloc inh cell count 2 µM: 189; NFkB transloc pot cell count 2 µM: 189

How did COc1ccc(-n2c3c(cc(C(=O)N4CCCCC4)c2=O)C(=O)CC(C)(C)C3)cc1 do in these assays?
PLAP inhibitors HTS: -34%; Bcl-B displacement: -4%; MRP reversal: 13; NFkB transloc inh: -16; NFkB transloc pot: 16; MRP reversal cytotoxicity: 99; MRP reversal with doxorubicin: 86; NFkB transloc inh cell count 2 µM: 122; NFkB transloc pot cell count 2 µM: 122

Results for O=C(Oc1ccccc1C(=S)N1CCCCC1)c1cc([N+](=O)[O-])cc([N+](=O)[O-])c1 ?
MRP reversal: 8; NFkB transloc inh: -6; NFkB transloc pot: 6; MRP reversal cytotoxicity: 94; MRP reversal with doxorubicin: 87; NFkB transloc inh cell count 2 µM: 134; NFkB transloc pot cell count 2 µM: 134

2 records drawn at random from the list so far, as already listed:
How did Cc1cc(C)cc(NC(=O)C2CCCN(S(=O)(=O)c3cnc[nH]3)C2)c1 (stereo not given) do in these assays?
PLAP inhibitors HTS: -76%; Bcl-B displacement: -3%; MRP reversal: -14; NFkB transloc inh: 4; NFkB transloc pot: -4; MRP reversal cytotoxicity: 99; MRP reversal with doxorubicin: 114; NFkB transloc inh cell count 2 µM: 47; NFkB transloc pot cell count 2 µM: 47

Results for O=C(Oc1ccccc1C(=S)N1CCCCC1)c1cc([N+](=O)[O-])cc([N+](=O)[O-])c1 ?
MRP reversal: 8; NFkB transloc inh: -6; NFkB transloc pot: 6; MRP reversal cytotoxicity: 94; MRP reversal with doxorubicin: 87; NFkB transloc inh cell count 2 µM: 134; NFkB transloc pot cell count 2 µM: 134

The listing continues.
How did COc1ccc(N=Cc2c(O)[nH]c3ccccc23)cc1OC do in these assays?
PLAP inhibitors HTS: -29%; Bcl-B displacement: 4%; MRP reversal: -4; NFkB transloc inh: -24; NFkB transloc pot: 23; MRP reversal cytotoxicity: 53; MRP reversal with doxorubicin: 57; NFkB transloc inh cell count 2 µM: 133; NFkB transloc pot cell count 2 µM: 133

Results for Cc1nnc(-n2ncc(C#N)c2N)c2nn(-c3cccc(Cl)c3)c(C)c12 ?
MRP reversal: 12; NFkB transloc inh: 0; NFkB transloc pot: -1; MRP reversal cytotoxicity: 91; MRP reversal with doxorubicin: 78; NFkB transloc inh cell count 2 µM: 81; NFkB transloc pot cell count 2 µM: 81

How did O=C(CSc1nc2ccccc2o1)c1ccccc1 do in these assays?
MRP reversal: 2; NFkB transloc inh: -2; NFkB transloc pot: 2; MRP reversal cytotoxicity: 92; MRP reversal with doxorubicin: 91; NFkB transloc inh cell count 2 µM: 63; NFkB transloc pot cell count 2 µM: 63

How did O=C(c1ccc(COc2ccc(Cl)cc2)o1)N1CCN(Cc2ccc3c(c2)OCO3)CC1 do in these assays?
PLAP inhibitors HTS: -36%; Bcl-B displacement: 0%; MRP reversal: -4; NFkB transloc inh: -17; NFkB transloc pot: 17; MRP reversal cytotoxicity: 101; MRP reversal with doxorubicin: 106; NFkB transloc inh cell count 2 µM: 135; NFkB transloc pot cell count 2 µM: 135

What do the screens show for `CC1(C)CC2(CCCN3C(=O)CSC32)CCS1` (stereo not given)?
PLAP inhibitors HTS: -18%; Bcl-B displacement: -4%; MRP reversal: -1; NFkB transloc inh: -1; NFkB transloc pot: 1; MRP reversal cytotoxicity: 99; MRP reversal with doxorubicin: 100; NFkB transloc inh cell count 2 µM: 114; NFkB transloc pot cell count 2 µM: 114

Results for CCc1cccc(NC(=O)Cn2ncn3c(cc4ccccc43)c2=O)c1 ?
PLAP inhibitors HTS: -3%; Bcl-B displacement: -8%; MRP reversal: 4; NFkB transloc inh: -10; NFkB transloc pot: 10; MRP reversal cytotoxicity: 89; MRP reversal with doxorubicin: 84; NFkB transloc inh cell count 2 µM: 183; NFkB transloc pot cell count 2 µM: 183

What do the screens show for `CCOC(=O)c1[nH]c(=O)[nH]c1CSc1ccccn1`?
PLAP inhibitors HTS: -1%; Bcl-B displacement: 5%; MRP reversal: 9; NFkB transloc inh: -7; NFkB transloc pot: 7; MRP reversal cytotoxicity: 82; MRP reversal with doxorubicin: 73; NFkB transloc inh cell count 2 µM: 101; NFkB transloc pot cell count 2 µM: 101

How did Cc1ccc(CSc2sc(C(=O)c3ccccc3)c(N)c2C#N)cc1 do in these assays?
PLAP inhibitors HTS: 19%; Bcl-B displacement: -2%; MRP reversal: 15; NFkB transloc inh: 5; NFkB transloc pot: -5; MRP reversal cytotoxicity: 97; MRP reversal with doxorubicin: 82; NFkB transloc inh cell count 2 µM: 79; NFkB transloc pot cell count 2 µM: 79

How did O=S(=O)(Nc1cccnc1)c1ccc2c(c1)OCCO2 do in these assays?
PLAP inhibitors HTS: 3%; Bcl-B displacement: -5%; MRP reversal: -2; NFkB transloc inh: -11; NFkB transloc pot: 11; MRP reversal cytotoxicity: 91; MRP reversal with doxorubicin: 92; NFkB transloc inh cell count 2 µM: 177; NFkB transloc pot cell count 2 µM: 177

Results for COc1ccc(-c2nnc(SCC(=O)c3cccs3)o2)cc1 ?
PLAP inhibitors HTS: 9%; Bcl-B displacement: -1%; MRP reversal: -2; MRP reversal cytotoxicity: 72; MRP reversal with doxorubicin: 74

Results for CC(C)(C)NC(=O)Cn1c(SCC(N)=O)nc2ccccc21 ?
PLAP inhibitors HTS: -19%; Bcl-B displacement: 3%; MRP reversal: 20; NFkB transloc inh: 4; NFkB transloc pot: -4; MRP reversal cytotoxicity: 98; MRP reversal with doxorubicin: 78; NFkB transloc inh cell count 2 µM: 182; NFkB transloc pot cell count 2 µM: 182

How did COc1ccc(OC)c(Nc2ncnc3ccccc23)c1 do in these assays?
PLAP inhibitors HTS: -26%; Bcl-B displacement: -9%; MRP reversal: 4; NFkB transloc inh: -15; NFkB transloc pot: 15; MRP reversal cytotoxicity: 92; MRP reversal with doxorubicin: 88; NFkB transloc inh cell count 2 µM: 66; NFkB transloc pot cell count 2 µM: 66

Results for CCOC(=O)C1C(=O)OC(C)(C)C1C(C)C(=O)c1ccccc1 (stereo not given) ?
PLAP inhibitors HTS: 9%; Bcl-B displacement: -6%; MRP reversal: -1; NFkB transloc inh: -7; NFkB transloc pot: 7; MRP reversal cytotoxicity: 81; MRP reversal with doxorubicin: 82; NFkB transloc inh cell count 2 µM: 194; NFkB transloc pot cell count 2 µM: 194

Results for c1coc(-c2nnc(-c3ccc4c(c3)OCO4)o2)c1 ?
PLAP inhibitors HTS: 28%; Bcl-B displacement: -4%; MRP reversal: 7; NFkB transloc inh: 6; NFkB transloc pot: -6; MRP reversal cytotoxicity: 99; MRP reversal with doxorubicin: 92; NFkB transloc inh cell count 2 µM: 175; NFkB transloc pot cell count 2 µM: 175

Results for O=C(NCCO)NC(=S)c1ccccc1 ?
PLAP inhibitors HTS: -7%; Bcl-B displacement: -5%; MRP reversal: 2; NFkB transloc inh: 6; NFkB transloc pot: -6; MRP reversal cytotoxicity: 98; MRP reversal with doxorubicin: 96; NFkB transloc inh cell count 2 µM: 188; NFkB transloc pot cell count 2 µM: 188

Results for COC(=O)c1ccccc1NC(=O)C1CCN(S(=O)(=O)c2cc(OC)ccc2OC)CC1 ?
PLAP inhibitors HTS: -53%; Bcl-B displacement: -11%; MRP reversal: -8; NFkB transloc inh: -14; NFkB transloc pot: 14; MRP reversal cytotoxicity: 72; MRP reversal with doxorubicin: 79; NFkB transloc inh cell count 2 µM: 111; NFkB transloc pot cell count 2 µM: 111

How did CCN1CCN(S(=O)(=O)c2ccc(Cl)c(C(=O)Nc3nnc(CC(C)C)s3)c2)CC1 do in these assays?
PLAP inhibitors HTS: -16%; Bcl-B displacement: -8%; MRP reversal: 13; NFkB transloc inh: 1; NFkB transloc pot: -1; MRP reversal cytotoxicity: 97; MRP reversal with doxorubicin: 84; NFkB transloc inh cell count 2 µM: 142; NFkB transloc pot cell count 2 µM: 142

Results for CCn1cc([N+](=O)[O-])c(C(=O)N2N=C3/C(=C/c4cccs4)CCCC3C2c2cccs2)n1 (stereo not given) ?
MRP reversal: -24; NFkB transloc inh: -8; NFkB transloc pot: 8; MRP reversal cytotoxicity: 46; MRP reversal with doxorubicin: 70; NFkB transloc inh cell count 2 µM: 151; NFkB transloc pot cell count 2 µM: 151

How did CN(C(=O)c1ccccc1Cl)C1CCCCC1 do in these assays?
PLAP inhibitors HTS: -16%; Bcl-B displacement: -13%; MRP reversal: 9; NFkB transloc inh: -20; NFkB transloc pot: 20; MRP reversal cytotoxicity: 92; MRP reversal with doxorubicin: 83; NFkB transloc inh cell count 2 µM: 90; NFkB transloc pot cell count 2 µM: 90

How did Cn1c(NC(=O)c2ccccc2)c(-c2cccs2)c(=O)c2ccccc21 do in these assays?
PLAP inhibitors HTS: 20%; Bcl-B displacement: -2%; MRP reversal: 16; NFkB transloc inh: -4; NFkB transloc pot: 4; MRP reversal cytotoxicity: 81; MRP reversal with doxorubicin: 65; NFkB transloc inh cell count 2 µM: 107; NFkB transloc pot cell count 2 µM: 107

Source: PubChem BioAssay (several laboratories)

The list is partial; count on the stated rates, not on these rows.
